# Giardia kill: Small Molecules that selectively kill Giardia lamblia: qHTS; activity change, % at 7.66 µM, hits read low; AID 540267, 2011; Giardia lamblia trophozoite viability; 340,000 compounds, 0.15% hits; in the data active means activity change below about -80%; inconclusive means between about -30% and that limit;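 further: parasites exposed to compound for two days anaerobically before the ATP read; on the % scale 0 is the no-effect control and ±100 the full control effect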
#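 Trophozoite viability was measured as ATP-dependent luminescence, read 15-30 min after reagent addition. Before that, parasites at 100 cells/well were exposed to compounds for 48 h, anaerobically, at 37 deg C.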
# Gal4-VP16 FLuc: VP16 counterscreen qHTS for inhibitors of ROR gamma transcriptional activity; Drosophila S2 Gal4-VP16 UAS-luciferase, luminescence, 20 h; Potency, µM (titrated, usually from 53.6 µM), inactives show top-dose activity, negative = inhibition, hits mostly inhibitors; 310,000 compounds, 3.5% hits; AID 2546, 2010;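 further: Gal4-VP16 expression switched on by copper sulfate through the metallothionein promoter; potency means the concentration at half of the fitted maximal effect; on the % scale 0 is the no-effect control and ±100 the full control effect; nearly all actives have a fitted effect of over 50% in size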
# ELG1 genotox: qHTS screen for small molecules that induce genotoxicity in human embryonic kidney (HEK293T) cells expressing luciferase-tagged ELG1 | HEK293T ELG1-luciferase reporter, luminescence, 16 h | Potency, µM (doses to about 46 µM), for inactives: top-dose activity change, positive = activation, hits mostly activators | 330,000 compounds, 1.3% hits; further: potency means the concentration at half of the fitted maximal effect; % of control where 0% means no effect; nearly all actives have a fitted effect of over 60% in size
#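 Luminescence read-out: rising ELG1-luciferase signal, reflecting elevated ELG1 protein under genetic stress, flags genotoxic compounds. Cells were treated for 16 hr at 37 °C before ONE-Glo detection.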
# Rab9 prom act: qHTS Assay for Rab9 Promoter Activators; AID 485297, 2010; Huh7 Rab9 promoter-luciferase reporter, luminescence, 24 h; Potency, µM (doses to about 9.22 µM), without a hit: at the highest dose activation, negative = inhibition, hits mostly activators; 320,000 compounds, 2.8% hits; further: potency means the concentration at half of the fitted maximal effect; % of control where 0% means no effect; nearly all actives have a fitted effect of over 60% in size
#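 Rab9 promoter-driven luciferase in stably transfected Huh7 cells; 1500 cells/well rested 2 h, exposed to compound in DMSO for 24 h at 37 °C, 5% CO2. Luminescence read 10 min after adding luciferase reagent at ambient temperature.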
# KCNH2 3.1 inh: qHTS for Inhibitors of KCHN2 3.1: Mutant qHTS; 340,000 compounds, 0.95% hits; U2OS KCNH2 3.1, thallium flux FluxOr; hits give low values; Potassium voltage-gated channel subfamily H member 2, brain isoform KCNH2 3.1 (human); AID 720553, 2013; activity change, % (tested at about 1.8 µM);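 active means maximum activity change below -70%; inconclusive means maximum activity change from -70% to -50%; inactive means maximum activity change above -50%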;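 further: thallium influx rate constant from kinetic fluorescence after stimulation buffer; on the % scale 0 is the no-effect control and ±100 the full control effect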
#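 Steps: virus added to U2OS suspension (4 h, RT, dark); medium with 10% FBS added, cells plated, 37 C overnight; FluxOr/Red40 loading buffer 45 min RT; stimulation buffer, 2 min kinetic read; rate constant normalized.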
# Tb PFK block: qHTS Assay to Find Inhibitors of T. brucei phosphofructokinase | T. brucei PFK, ADP-Glo luminescence | Potency, µM (series often up to 57.5 µM), inactives show at the highest dose activity, negative = inhibition, most hits filed as inhibitors | 330,000 compounds, 0.17% hits;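 further: potency means the concentration at half of the fitted maximal effect; 0% = uninhibited 1x PFK enzyme wells and -100% = no-enzyme wells; nearly all actives have a fitted effect of over 60% in size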
#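 ADP-Glo luminescence quantified ADP after 45 min at room temperature, with 1.25 nM T. brucei PFK, 0.1 mM ATP and 0.5 mM fructose-6-phosphate in pH 8.0 TEA buffer. qHTS titrations up to 57 µM; curves classified by quality.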
# FLuc modulator: qHTS profiling assay for firefly luciferase inhibitor/activator using purifed enzyme and Km concentrations of substrates (counterscreen for miR-21 project) | Luciferin 4-monooxygenase (Photinus pyralis), P08659 | purified FLuc, Km substrates, luminescence inhibition | Potency, µM (titrated, usually from 57.5 µM), for inactives: at the highest dose activity change, negative = inhibition, actives largely listed as inhibitors | 360,000 compounds, 6.9% hits;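 further: potency means the concentration at half of the fitted maximal effect; plate controls were vehicle for no effect and reference inhibitor for full effect; nearly all actives have a fitted effect of over 55% in size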
# Target sequence (P08659 whole entry, looked up): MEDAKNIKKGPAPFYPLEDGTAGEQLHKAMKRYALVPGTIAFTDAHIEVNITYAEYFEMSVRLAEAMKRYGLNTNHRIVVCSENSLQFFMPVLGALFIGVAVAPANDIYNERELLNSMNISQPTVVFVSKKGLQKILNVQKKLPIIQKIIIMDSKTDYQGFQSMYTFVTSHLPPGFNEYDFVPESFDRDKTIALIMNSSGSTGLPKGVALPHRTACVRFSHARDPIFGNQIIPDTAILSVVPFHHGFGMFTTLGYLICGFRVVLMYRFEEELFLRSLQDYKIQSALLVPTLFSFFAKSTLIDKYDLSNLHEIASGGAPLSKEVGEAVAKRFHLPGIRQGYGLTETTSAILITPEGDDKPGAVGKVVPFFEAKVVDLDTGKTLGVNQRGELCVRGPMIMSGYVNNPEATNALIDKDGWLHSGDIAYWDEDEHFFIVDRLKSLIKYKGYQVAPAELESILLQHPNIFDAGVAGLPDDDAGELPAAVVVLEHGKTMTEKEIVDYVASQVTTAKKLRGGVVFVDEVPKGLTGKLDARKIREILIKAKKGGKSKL
#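 Biochemical qHTS of compounds, final roughly 60 µM downward over six points, against 10 nM purified firefly luciferase using Km concentrations of substrates (10 uM D-luciferin, 10 uM ATP) in Tris acetate pH 7.5 buffer; luminescence output.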
# NPC1 prom act: qHTS Assay for NPC1 Promoter Activators. Huh7 NPC1 promoter luciferase reporter, 24 h. Potency, µM (top dose mostly 9.22 µM), for inactives: top-dose activation, actives largely listed as activators. 320,000 compounds, 2.4% hits;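 further: potency means the concentration at half of the fitted maximal effect; % of control where 0% means no effect; nearly all actives have a fitted effect of over 60% in size; reporter is driven by a mutant NPC1 promoter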
#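 Compounds in DMSO were transferred onto Huh7 NPC1-luciferase reporter cells pre-incubated 2 h; after 24 h at 37 °C, Amplite reagent was dispensed and luminescence recorded 10 min later.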
# uPA generation: qHTS for Inhibitors of Cell Surface uPA Generation | cell surface uPA generation assay, qHTS | Potency, µM (highest dose often 38.3 µM), inactives show at the top dose activity change, negative = inhibition, usual class: inhibitors | 330,000 compounds, 0.31% hits | AID 540303, 2011; active means well fitted inhibition curve with a large enough effect; inconclusive means small, poorly fitted or top-dose-only effect; inactive means no such curve, though single readings can be large or run the other way; tested in mouse RAW 264.7 cells; further: potency means the concentration at half of the fitted maximal effect; on the % scale 0 is the no-effect control and ±100 the full control effect; nearly all actives have a fitted effect of over 55% in size
# RORg inh: qHTS for inhibitors of ROR gamma transcriptional activity | Nuclear receptor ROR-gamma (Mus musculus), P51450 | 310,000 compounds, 5.4% hits | Drosophila S2 Gal4-RORgamma UAS-luciferase reporter, 20 h | Potency, µM (doses to about 53.6 µM), for the others: at the top dose activity change, negative = inhibition, usual class: inhibitors | AID 2551, 2010; further: potency means the concentration at half of the fitted maximal effect; on the % scale 0 is the no-effect control and ±100 the full control effect; nearly all actives have a fitted effect of over 60% in size
# Target sequence (P51450 whole entry, looked up, the tested form may be a part): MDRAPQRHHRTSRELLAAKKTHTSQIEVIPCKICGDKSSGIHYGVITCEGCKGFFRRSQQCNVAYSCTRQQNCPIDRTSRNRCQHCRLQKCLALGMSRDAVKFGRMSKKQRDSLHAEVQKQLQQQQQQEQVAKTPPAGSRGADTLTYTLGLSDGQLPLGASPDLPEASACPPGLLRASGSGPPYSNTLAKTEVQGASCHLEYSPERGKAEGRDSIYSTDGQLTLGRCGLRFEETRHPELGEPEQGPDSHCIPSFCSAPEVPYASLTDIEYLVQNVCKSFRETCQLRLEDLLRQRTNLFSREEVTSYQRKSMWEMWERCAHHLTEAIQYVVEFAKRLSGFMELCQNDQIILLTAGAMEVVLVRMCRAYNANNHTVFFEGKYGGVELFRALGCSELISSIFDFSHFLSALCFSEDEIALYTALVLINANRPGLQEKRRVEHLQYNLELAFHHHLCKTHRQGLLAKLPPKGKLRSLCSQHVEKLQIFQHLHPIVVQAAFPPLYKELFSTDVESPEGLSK
#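 Compounds are pin-transferred onto Drosophila Schneider cells expressing a copper-inducible Gal4–ROR gamma transactivation domain fusion. After 1 hr, copper sulfate is added to 700 uM final; luciferase is read 20 hr later.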
# Coupling enz: qHTS Assay for Inhibitors of Fructose-1,6-bisphosphate Aldolase from Giardia Lamblia: Coupling assay counterscreen; 290,000 compounds, 0.67% hits; AID 2472, 2010; coupling enzyme system counterscreen, AmpLite Red fluorescence; activity change, negative = inhibition, % at 58.2 µM, hits read low; in the data active means activity change below about -30%; further: on the % scale 0 is the no-effect control and ±100 the full control effect
#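 Compounds tested against the coupling enzymes alone at 57.5 uM final; readout was AmpLite Red fluorescence (525/598 nm) after 20 min at RT.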
# Starred values were filed as active, the others as inactive; ? = inconclusive; nt = not tested or not shown; [ ] = remark or other dose. Unless noted, the call rests on the fitted dose curve; in most records, active means well fitted curve in the direction sought with a large enough effect; inconclusive means small, poorly fitted or top-dose-only effect, or another doubt; inactive means no such curve, though single readings can be large; an effect the other way counts as inactive or inconclusive.
SMILES,Giardia kill,Gal4-VP16 FLuc,ELG1 genotox,Rab9 prom act,KCNH2 3.1 inh,Tb PFK block,FLuc modulator,NPC1 prom act,uPA generation,RORg inh,Coupling enz
CCOC(=O)c1sc(N)c(C(=O)Nc2ccccc2)c1C,4,25%,17%,2.8µM*,-3,-21%,?,22%,10%,25%,-2
O=C(O)CC(c1cccc(Cl)c1)n1cccc1 (stereo not given),9,2%,1%,6%,6,1%,0%,-3%,-3%,0%,-3
CC1CCC2(CC1)NC(=O)N(CC(=O)N1CCN(C(=O)c3ccco3)CC1)C2=O (stereo not given),13,nt,0%,-1%,-10,-14%,5%,-2%,12%,nt,nt
C=CCn1c(COc2cccc3ccc(C)nc23)nnc1SCC(=O)OC,13,1%,1%,-3%,8,-2%,4%,-2%,-2%,-3%,-2
CCC(C)(C)NC(=O)c1cccc(NC(=O)C(C)C)c1,6,0%,0%,1%,-6,-1%,1%,1%,1%,19%,2
COc1ccc(N(C(=O)CNC(=O)c2ccco2)C(C(=O)NCC2CCCO2)c2ccccc2)cc1Cl (stereo not given),6,-7%,-36%[inhibitor],-2%,3,0%,4%,-6%,-12%,-5%,-1
Cn1c(-c2c(N)n(CCc3ccccc3)c3nc4ccccc4nc23)nc2ccccc21,10,13µM*,-9%,10%,-6,0%,0%,-1%,nt,?,-3
COc1cc(OC)cc(C(=O)OCC(=O)Nc2cccc(S(=O)(=O)NC3=NCCCCC3)c2)c1,9,nt,-4%,nt,-8,-5%,nt,nt,0%,nt,nt
Cn1c(SCC(=O)c2ccccc2)nnc1-c1cccc(N)c1,1,?,?,?,1,-3%,24µM*,25%,-5%,38%,0
Cc1nn(CC(O)CN2c3ccccc3Sc3ccccc32)c(C)c1Br (stereo not given),-18,?,-13%,0%,-7,3%,5%,1%,7%,0%,-6

# Further entries
SMILES,Giardia kill,Gal4-VP16 FLuc,ELG1 genotox,Rab9 prom act,KCNH2 3.1 inh,Tb PFK block,FLuc modulator,NPC1 prom act,uPA generation,RORg inh,Coupling enz
COc1ccc(-n2c(-c3ccccc3)cc3c2CCCC3=O)cc1,14,-1%,-3%,2%,-1,2%,8%,-3%,-13%,?,13
O=C(c1cccc2nccnc12)N1CCCC(Nc2ccc(F)c(F)c2)C1 (stereo not given),-5,-8%,2%,2%,-19,-3%,0%,-4%,0%,2%,nt
CCc1ccc2c(c1)C(c1ccc([N+](=O)[O-])cc1)=NNC(c1ccc(C)cc1)=N2,4,27%,15%,-12%,-44,7%,-2%,1%,2%,19%[10 µM],0
CC(Oc1ccc(Cl)cc1Cl)C(=O)Nc1ccc(OCC(=O)O)cc1 (stereo not given),3,-6%,4%,-2%,19,-3%,?,-4%,3%,-3%,6
Cc1cc2cc(CNC(=O)c3ccc(S(=O)(=O)N4CCCCC4)cc3)ccc2n1C,-3,-16%,3%,0%,-20,3%,6%,12%,5%,-30%,-20
Cc1cc(C)n2nc(C(=O)OCC(=O)c3cc(C)n(CC4CCCO4)c3C)nc2n1 (stereo not given),9,5%,-1%,-4%,10,1%,-17%,1%,-3%,?,5
Cc1cccc(OCCC(=O)Nc2ccc(F)c(Cl)c2)c1,-10,-11%,0%,-1%,-6,-13%,1%,-3%,3%,?,1
O=C(COC(=O)CNS(=O)(=O)c1ccc2ccccc2c1)Nc1ccccc1Sc1ccccc1,-11,-1%,3%,-2%,-12,-4%,0%,-1%,-2%,-10%,1
CCC(NC(=O)c1cccc(Cn2cc([N+](=O)[O-])cn2)c1)c1ccc(C(C)C)cc1 (stereo not given),6,-3%,-12%,-4%,-6,-2%,3%,0%,nt,-11%,9
O=[N+]([O-])c1ccccc1NCc1ccc(Cl)cc1,-8,2%,nt,16%,-5,-13%,?,10%,3%,14%,1

# Remaining list, next part.
SMILES,Giardia kill,Gal4-VP16 FLuc,ELG1 genotox,Rab9 prom act,KCNH2 3.1 inh,Tb PFK block,FLuc modulator,NPC1 prom act,uPA generation,RORg inh,Coupling enz
Cc1cccc(C)c1NC(=O)COC(=O)c1cc(-c2cccnc2)nc2ccccc12,9,-11%,1%,1%,6,10%,4%,-3%,8%,-10%,0
CCc1ccc2[nH]c(=O)c(CN(Cc3ccccc3)C(=O)Nc3ccccc3OC)cc2c1,-25,-2%,-16%,-5%,-3,1%,1%,0%,nt,35%,-1
COc1ccc(C(=O)Nc2nnc(SCC(=O)NCC3CCCO3)s2)cc1OC (stereo not given),9,-4%,24%,15%,-6,0%,12µM*,21%,-12%,-23%,nt
COC(=O)C(CCCCN1C(=O)C2C3C=CC(C3)C2C1=O)N1C(=O)C2C3C=CC(C3)C2C1=O (stereo not given),34[activator],1%,-1%,-5%,16,1%,4%,0%,-4%,-14%,2
N#CCCN1CCN(Cc2ccccc2)CCC1=O,-23,-2%,2%,0%,14,2%,6%,0%,9%,-8%,2
O=C(O)c1ccc(N=NN2CCCCCC2)cc1,-6,?,7%,0.32µM*,21,-6%,11µM*,?,2%,?,9
Oc1ccccc1C1=NCCNC(C(F)(F)C(F)F)=C1,0,-3%,-7%,1%,-8,-5%,4%[2.3 µM],-1%,-1%,-27%,0
Cc1ccc(S(=O)(=O)N(CC(=O)Nc2cccnc2)c2ccccc2C)cc1,27,-8%,-16%,2%,-12,0%,0%,2%,2%,14%,0
O=C(Nc1ccccc1)NC1CS(=O)(=O)CC1O (stereo not given),14,-6%,4%,-6%,-12,-5%,2%,4%,nt,3%,7
Cc1cccc(C(=O)NNC(=O)c2ccc(NC(=O)C(C)(C)C)cc2)c1,19,24%,?,22%,26,1%,?,18%,-17%,11%,1

# Other compounds:
SMILES,Giardia kill,Gal4-VP16 FLuc,ELG1 genotox,Rab9 prom act,KCNH2 3.1 inh,Tb PFK block,FLuc modulator,NPC1 prom act,uPA generation,RORg inh,Coupling enz
CCN(CC)C(=O)[C@H]1CC(CC(=O)NCCCOC)C(=O)N2CCc3c([nH]c4ccccc34)[C@]12C (stereo not given in full),2,nt,1%,nt,1,0%,nt,nt,6%,nt,nt
Cc1ccc(Sc2ncccc2C(=O)O)cc1,-1,?,2%,2%,-3,-4%,0%,0%,0%,-17%,10
COc1ccccc1C(=O)N/C(=C\c1ccc(Br)cc1)C(=O)NCC(=O)O,-7,0%,2%,-5%,-6,4%,3%,0%,2%,-14%,4
COc1ccc(CN2CC(C(=O)NCCC3=CCCCC3)CC2=O)cc1 (stereo not given),-1,-6%,-3%,4%,21,1%,6%,1%,-7%,0%,5
CCn1c(SCC(=O)Nc2ccc(C)cc2)nc(O)cc1=O,-2,2%,7%,7%,-2,-2%,-18%,2%,1%,-3%,4

# Entries listed so far that have an aryl methoxy group:
SMILES,Giardia kill,Gal4-VP16 FLuc,ELG1 genotox,Rab9 prom act,KCNH2 3.1 inh,Tb PFK block,FLuc modulator,NPC1 prom act,uPA generation,RORg inh,Coupling enz
COc1ccc(N(C(=O)CNC(=O)c2ccco2)C(C(=O)NCC2CCCO2)c2ccccc2)cc1Cl (stereo not given),6,-7%,-36%[inhibitor],-2%,3,0%,4%,-6%,-12%,-5%,-1
COc1cc(OC)cc(C(=O)OCC(=O)Nc2cccc(S(=O)(=O)NC3=NCCCCC3)c2)c1,9,nt,-4%,nt,-8,-5%,nt,nt,0%,nt,nt
COc1ccc(-n2c(-c3ccccc3)cc3c2CCCC3=O)cc1,14,-1%,-3%,2%,-1,2%,8%,-3%,-13%,?,13
CCc1ccc2[nH]c(=O)c(CN(Cc3ccccc3)C(=O)Nc3ccccc3OC)cc2c1,-25,-2%,-16%,-5%,-3,1%,1%,0%,nt,35%,-1
COc1ccc(C(=O)Nc2nnc(SCC(=O)NCC3CCCO3)s2)cc1OC (stereo not given),9,-4%,24%,15%,-6,0%,12µM*,21%,-12%,-23%,nt
COc1ccccc1C(=O)N/C(=C\c1ccc(Br)cc1)C(=O)NCC(=O)O,-7,0%,2%,-5%,-6,4%,3%,0%,2%,-14%,4
COc1ccc(CN2CC(C(=O)NCCC3=CCCCC3)CC2=O)cc1 (stereo not given),-1,-6%,-3%,4%,21,1%,6%,1%,-7%,0%,5

# Source: PubChem BioAssay
